TMEM16A inh: blocks the mouse calcium-activated chloride channel TMEM16A. HEK293 TMEM16A/YFP iodide influx fluorescence, ionomycin. normalized B-score (activity score, 25-100; higher = stronger inhibition) at 10 µM. actives 1.2% (n = 310,000). AID 588511;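 active = ratio plate-corrected score three or more library SD toward inhibition, starting fluorescence score within five deviations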;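 note: score derived from kinetic fluorescence span divided by baseline fluorescence per well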
ANO1 activ: activators or potentiators of mouse TMEM16A chloride channel. Q8BHY3. HEK293 TMEM16A/YFP-H148Q/I152L, iodide quench fluorescence; stronger effect = lower value. B-score at 10 µM. actives 0.3% (n = 340,000);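 active = fluorescence-ratio B-score plate-corrected deviation score at least 3 library SD below zero, with starting fluorescence score within 5 deviations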;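 note: channel opened by trigger with iodide after compound preincubation; score built on the fluorescence ratio of max minus min over baseline; more negative score means more quench and so TMEM16A activation or potentiation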
KCNQ1 inh: inhibitors of human KCNQ1 potassium channel; actives 1.3% (n = 310,000); CHO-K1 KCNQ1, FluxOR thallium flux fluorescence; stronger effect = higher value; P51787; B-score at 10 µM;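 active = compounds whose thallium flux B-score, printed positive for inhibition, exceeds three library SD while starting fluorescence stays within three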;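 note: channel opened by potassium depolarization with thallium stimulus after 20 min compound exposure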
Target sequence (P51787 whole entry, looked up): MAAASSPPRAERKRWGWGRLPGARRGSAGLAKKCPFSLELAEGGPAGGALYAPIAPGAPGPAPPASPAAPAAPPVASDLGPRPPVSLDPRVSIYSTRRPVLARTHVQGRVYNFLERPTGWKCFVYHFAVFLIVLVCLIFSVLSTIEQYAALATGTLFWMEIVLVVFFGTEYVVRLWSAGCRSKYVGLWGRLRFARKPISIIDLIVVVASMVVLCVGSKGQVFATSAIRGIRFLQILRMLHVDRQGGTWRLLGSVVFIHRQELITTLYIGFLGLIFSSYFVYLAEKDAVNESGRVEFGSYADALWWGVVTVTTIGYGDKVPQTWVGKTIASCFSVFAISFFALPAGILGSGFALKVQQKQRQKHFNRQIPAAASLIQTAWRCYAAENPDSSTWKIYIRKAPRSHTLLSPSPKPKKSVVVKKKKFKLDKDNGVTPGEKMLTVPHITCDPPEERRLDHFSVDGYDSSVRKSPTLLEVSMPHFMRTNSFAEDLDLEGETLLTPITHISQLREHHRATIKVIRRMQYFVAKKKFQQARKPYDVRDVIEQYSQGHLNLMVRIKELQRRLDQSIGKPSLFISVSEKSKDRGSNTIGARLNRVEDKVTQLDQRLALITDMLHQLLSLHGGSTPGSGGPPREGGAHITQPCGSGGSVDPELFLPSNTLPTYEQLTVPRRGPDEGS
KCNK3 inh: human KCNK3 channel inhibition, primary screen. O14649. CHO-KCNK3 thallium flux, FluxOR fluorescence; stronger effect = lower value. B-score at 10 µM. actives 0.84% (n = 340,000). AID 602410;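 active = B-score under library mean minus 4 SD, starting fluorescence ratio at most library mean plus 5 SD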;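 note: more negative B-score means stronger inhibition of thallium flux through KCNK3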
DYRK1A inh: Dyrk1A (rat) kinase inhibition | actives 0.43% (n = 310,000) | Q63470 | inhibition, % at 12.5 µM | ADP-Glo luminescence, NFATc1 peptide; in the data active = inhibition above about 50%;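 note: plate controls were vehicle with enzyme for no effect and no enzyme for full effect; many of its hits are not listed in these tables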
hERG rescue: compounds protecting human hERG from proarrhythmic drug block. CHO-hERG, FluxOR thallium flux, dofetilide IC70 present. Q12809. actives 0.51% (n = 310,000). activation (rescue from dofetilide block), less the hit threshold, % at 10 µM;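 active = activation above the mean of controls blocked by dofetilide plus 5 SD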;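 note: thallium influx through hERG after potassium depolarization seen as dye fluorescence rise; in these data hits start at about 4.7%; inactives centre near -7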
KCNK9 inh: inhibitors of human KCNK9 two-pore domain potassium channel; HEK293 KCNK9, FluxOR thallium flux fluorescence; stronger effect = lower value; Q9NPC2; B-score at 10 µM; actives 1.2% (n = 310,000);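 active = ratio B-score over 3 SD below the library mean, with starting fluorescence within 5 SD of its mean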;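 note: negative B-score means less thallium flux so channel inhibition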
TRPC4 PAM: allosteric potentiators of mouse TRPC4 channel. AID 2227. B-score at 10 µM. HEK293 TRPC4beta/mu-opioid, DAMGO EC20, Fluo-4 Ca2+ flux; stronger effect = higher value. actives 0.42% (n = 310,000). Q9QUQ5;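 active = B-score of calcium response area above 5 SD of library B-scores, with initial fluorescence ratio within 5 SD of library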;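 note: B-score of integrated fluorescence ratio over time as area under calcium response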
TRPC4 act: TRPC4 (mouse) channel activation | HEK293 TRPC4beta/mu-opioid, Fluo4 calcium fluorescence; stronger effect = higher value | B-score at 10 µM | actives 0.49% (n = 310,000) | AID 2237;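 active = B-score above 5 SD of library B-scores, and initial fluorescence ratio not above library mean plus 5 SD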;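 note: positive B-score marks a calcium rise read as TRPC4 activation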
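Assay system: HEK293 stable line with TRPC4beta plus mu-opioid receptor. Times: dye 45 min RT, read 110 s. Measured by: kinetic Fluo4 calcium fluorescence. Measure: B score of integrated ratio. Controls: assay buffer as low control, maximal DAMGO as high control.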
KCNQ1 act: potentiates or activates the human KCNQ1 potassium channel; B-score at 10 µM; P51787; AID 2648; actives 0.35% (n = 310,000); CHO-K1 KCNQ1, thallium flux FluxOR fluorescence; stronger effect = higher value;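 active = fluorescence ratio B-score, a plate-corrected score, at least three library SD, with initial intensity B-score within 5 SD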
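Schedule – 37 °C overnight plating, 90-min dark dye load, 20-min compound pretreatment · System – stable KCNQ1 CHO-K1 line · Probe or stimulus – thallium- and potassium-containing depolarizing buffer · Measured by – kinetic FluxOR fluorescence, 10 s baseline plus 110 s post-stimulus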
HDAC3 inh: blocks human histone deacetylase 3; recombinant HDAC3, fluorogenic peptide/trypsin coupled, fluorescence; actives 0.15% (n = 320,000); inhibition, % at 8.3 µM; in the data active = inhibition above about 26%, passing the limit was not always enough
Target sequence (O15379 whole entry, looked up): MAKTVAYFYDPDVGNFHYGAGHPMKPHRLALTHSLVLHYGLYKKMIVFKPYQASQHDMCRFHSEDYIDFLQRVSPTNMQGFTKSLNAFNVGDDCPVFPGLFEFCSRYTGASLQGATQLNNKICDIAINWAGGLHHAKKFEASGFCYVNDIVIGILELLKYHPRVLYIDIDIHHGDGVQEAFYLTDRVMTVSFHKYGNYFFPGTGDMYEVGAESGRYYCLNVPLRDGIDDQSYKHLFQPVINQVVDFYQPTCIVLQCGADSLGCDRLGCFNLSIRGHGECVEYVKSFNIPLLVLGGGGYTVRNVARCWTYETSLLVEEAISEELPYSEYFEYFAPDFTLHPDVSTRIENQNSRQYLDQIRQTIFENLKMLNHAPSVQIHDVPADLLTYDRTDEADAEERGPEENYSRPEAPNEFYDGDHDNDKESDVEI
* marks the source's active call; other numbers are inactive results; i = inactive; / = no result given. This is a subset; count on the stated rates, not on these rows.

SMILES	TMEM16A inh	ANO1 activ	KCNQ1 inh	KCNK3 inh	DYRK1A inh	hERG rescue	KCNK9 inh	TRPC4 PAM	TRPC4 act	KCNQ1 act	HDAC3 inh
COc1cc(OC)c(OC)cc1CN1CCN(S(=O)(=O)c2ccc(F)cc2)CC1	i	i	i	i	-3.1	-8.6	i	i	i	i	-0.6
O=C(CSc1nc2ccccc2c(=O)n1-c1ccccc1)NCc1ccc2c(c1)OCO2	i	i	i	i	7.3	-1.0	i	i	i	i	6.5
CC(C)CNC(=O)Cn1c(=O)c2c(ncn2CC(C)C)n(Cc2ccccc2)c1=O	i	i	i	i	/	-11.4	i	i	i	i	-1.6
N#Cc1c(-c2ccc(Cl)cc2)nc2n(c1=O)CCCS2	i	i	i	i	-3.5	-7.1	i	i	i	i	-4.5
COC(=O)c1ccc(NC(=O)CN(Cc2ccc(Cl)cc2)S(C)(=O)=O)cc1	i	i	i	i	-6.0	-10.3	i	i	i	i	5.2
COc1cc(CSc2nc(-c3ccccc3)cc(=O)[nH]2)cc(OC)c1	i	i	i	i	/	-6.1	i	i	i	i	3.0
CC(C)(C)NC(=O)CN(C(=O)CN1C(=O)C(=O)c2ccccc21)C(C)(C)C	i	i	i	i	1.0	-5.1	i	i	i	i	3.2
CC(C)[C@H](NC(=O)OCc1ccccc1)C(=O)NC(C=O)Cc1ccccc1 (some centres undefined)	i	i	/	i	-4.9	/	/	/	/	/	-3.4
COc1ccc(C(=S)N2CCN(C)CC2)cc1	i	i	i	i	-3.1	-10.3	i	i	i	i	-2.2
O=C(COC(=O)C1CCN(c2ccc(C(F)(F)F)cn2)CC1)c1ccccc1	i	i	i	i	7.7	-6.7	i	i	i	i	0.3
O=C(O)CC(CC(=O)Nc1ccc2ccccc2n1)c1ccccc1 (centres undefined)	i	i	i	i	5.2	-5.7	i	i	i	i	-2.6
Cc1ccc(-c2onc3ccc(Cl)cc23)cc1	i	i	i	i	-6.7	0.5	i	i	i	i	5.8
COC(=O)Cn1cc(C(=O)C(F)(F)F)c2ccccc21	i	i	i	i	/	-5.3	i	i	i	i	0.4
CCOC(=O)c1c(NC(=O)COc2cccc3c2CCN(Cc2ccc(F)cc2)C3=O)sc2c1CCC2	i	/	i	/	/	-8.8	i	i	i	i	-14.9
COc1ccc(CN(C)C(=O)c2cc(-c3ccc(OC)c(OC)c3)nc3ccccc23)c(OC)c1	i	i	i	i	6.9	-29.5	i	i	i	i	-8.3
O=C(C1=C[C@@H](c2coc3ccccc3c2=O)C[C@@H](OCCCCO)O1)N1CCN(Cc2ccccc2)CC1	i	i	i	i	1.7	-7.6	i	i	i	i	3.9
CCN(CC)CCCN=Cc1c(O)n(Cc2ccccc2)c(=O)c2ccccc12	i	i	i	i	12.5	-5.2	i	i	i	i	/
Cc1ccccc1C1c2[nH]c3ccccc3c2CCN1CCCn1cccn1 (centres undefined)	i	i	i	i	-10.6	-17.9	i	i	i	i	-21.1
Cc1noc(C(=O)Nc2c(C)n(C)n(-c3ccccc3)c2=O)c1Cl	i	i	i	i	-1.2	-7.3	i	i	i	i	-5.1
CC(C)C[C@H](NC(=O)[C@H](Cc1ccccc1)n1c(=O)[nH]c2ccccc2c1=O)C(=O)N1CCC(C(=O)O)CC1	i	-13.4*	i	i	6.9	-8.1	i	i	i	i	-2.4
Cc1ccnc(NS(=O)(=O)c2ccc(NS(=O)(=O)c3ccc(Br)cc3)cc2)n1	i	i	i	i	3.2	-6.7	i	i	i	i	2.2
COC(=O)CC[C@@H](C(=O)O)N1C(=O)c2ccccc2C1=O	i	i	i	i	-1.9	-14.8	i	i	i	i	-1.4
CC(=O)Nc1ccc(NC(=O)COC(=O)Cc2cccs2)cc1	i	i	i	i	12.0	-4.5	i	i	i	i	2.9
Cc1nnc(N(C(=O)c2cnccn2)c2ccccc2)s1	i	i	i	i	-2.7	-8.0	i	i	i	i	-7.2
COc1ccc(S(=O)(=O)N2CCOC23CCN(S(=O)(=O)c2cccs2)CC3)cc1	/	i	i	i	3.0	-5.1	i	i	i	i	/
Brc1ccc2c(c1)CN1CCCC1=N2	i	i	i	i	-2.2	-9.9	i	i	i	i	1.8
O=C(c1ccc(Br)cc1)N1CCC(C(=O)N2CCN(Cc3ccccc3)CC2)CC1	i	i	i	i	1.7	-9.1	i	i	i	i	-0.7
NC(=O)c1c(NC(=O)Cn2cc([N+](=O)[O-])cn2)sc2c1CCCC2	i	i	i	i	5.9	-3.5	i	i	i	i	3.2
O=C(NCc1ccccn1)c1ccc2ccccc2n1	i	i	i	i	7.8	-5.7	i	i	i	i	0.8
Cc1oc(-c2cccs2)nc1CN1CCN(CC(C)C)C(CCO)C1 (centres undefined)	i	i	i	i	-4.5	-9.1	i	i	i	i	7.2
O=S1(=O)c2cccc3cccc(c23)N1Cc1nnc(-c2ccccc2Br)o1	i	i	i	i	12.2	-10.7	i	i	i	i	-6.0
CN(CC(=O)Nc1cccc(F)c1)CC(=O)Nc1ccccc1Oc1ccccc1	i	i	i	-9.02*	0.0	-13.1	i	i	i	i	-12.9
COc1ccc(C2(C)NC(=O)N(CC(=O)Nc3ccc(Br)c(C)c3)C2=O)cc1OC (centres undefined)	i	i	i	i	4.8	-11.3	i	i	i	i	3.1
CCOc1ccc(NC(=O)CN(C)C(=O)C2(c3ccccc3)CC2)cc1OCC	i	i	i	i	0.9	-12.6	i	i	i	i	5.5
CCCCCC/C(=N\NS(C)(=O)=O)c1ccccc1	i	i	i	i	-5.3	-9.9	i	i	i	i	0.5
COc1ccc(S(=O)(=O)Nc2nc3ccccc3nc2NCC2CCCO2)cc1 (centres undefined)	i	i	i	i	-1.7	-13.5	i	i	i	i	/
COC(=O)c1ccccc1NC(=S)NC(=O)C1CC1	i	i	i	i	5.3	-5.8	i	i	i	i	/
COc1ccc(C(=O)NCc2nnc(SCC(=O)Nc3cc(C)cc(C)c3)o2)cc1OC	i	i	i	i	-2.0	-8.0	i	i	i	i	9.6
CCn1c(Cc2ccc(OC)cc2)nc2ccccc21	i	i	i	i	-1.9	-10.2	i	i	i	i	1.6
O=C(CN1CCOCC1)Nc1ccc(Br)cc1	i	i	i	i	-5.4	-5.0	i	i	i	i	0.6
CCOc1ccc(/C=C2/Sc3ccc(C(=O)N4CCN(C(=O)c5ccco5)CC4)cc3N(C)C2=O)cc1OC	i	/	i	/	/	-17.1	i	i	i	i	2.4
CC(C)C1Cc2c(C#N)c(N)sc(=S)c2CO1 (centres undefined)	i	i	i	i	2.7	-10.9	i	i	i	i	3.4
O=C(CSc1nc2ccc([N+](=O)[O-])cc2s1)NCC1CCCO1 (centres undefined)	i	i	i	i	2.6	-2.5	i	i	i	i	7.2
COC(=O)Cn1ccc2cc(S(=O)(=O)N3CCCCC3)ccc21	i	i	i	i	-6.7	-4.1	i	i	i	i	-1.4
O=C(Cc1ccccc1)Nc1cccc(N2C(=O)C=CC2=O)c1	i	i	i	i	-5.3	-15.3	i	i	i	i	-5.5
Cc1cc(=O)oc2cc(Oc3ccc([N+](=O)[O-])cc3[N+](=O)[O-])ccc12	i	i	i	i	19.0	-8.1	i	i	i	i	6.8
CCc1ccc2[nH]c3nc(N/N=C/c4cccc(O)c4)nnc3c2c1	i	i	i	i	-0.2	-3.2	i	i	i	i	-2.6
O=C(c1ccncc1)N1CCN(c2cccc(C(F)(F)F)c2)CC1	i	i	i	i	4.9	0.2	i	i	i	i	-2.1
COc1cc(-c2nc3ccccn3c2NCc2ccccc2)ccc1SC1CCCCC1	i	i	i	i	4.8	-39.2	i	i	i	i	-3.0
CCOC(=O)c1ccc(NC(=O)c2cc(OC)c(OC)c(OC)c2Br)cc1	i	i	i	i	0.1	-10.1	i	i	i	i	-4.3

(next part)
SMILES	TMEM16A inh	ANO1 activ	KCNQ1 inh	KCNK3 inh	DYRK1A inh	hERG rescue	KCNK9 inh	TRPC4 PAM	TRPC4 act	KCNQ1 act	HDAC3 inh
CCOc1ccc(/C=C/c2nc(C#N)c(NCCCOC)o2)cc1	i	i	i	i	2.2	-4.5	i	i	i	i	-8.1
CC(=O)c1cnc2cc(-c3ccccc3)nn2c1C	i	i	i	i	-1.0	-3.2	i	i	i	i	2.3
Cc1ccc2nc(NC(=O)CSCC(=O)OCC(=O)c3ccc(Br)cc3)sc2c1	i	i	i	i	2.3	-17.4	i	i	i	i	7.1
COc1ccc(S(=O)(=O)Nc2cc(C)c(O)c(S(=O)(=O)c3ccccc3)c2)cc1	i	i	i	i	-0.4	-7.9	i	i	i	i	0.7
CC(=O)Nc1ccc(S(=O)(=O)NNC(=O)CCC(=O)Nc2cc(C)ccc2C)cc1	i	i	i	i	-9.1	-4.2	i	i	i	i	-6.8
O=C(OCCOCCN=C1NS(=O)(=O)c2ccccc21)C1CC(=O)N(c2ccccc2)C1 (centres undefined)	i	i	i	i	9.9	-7.7	i	i	i	i	-10.3
COc1ccccc1/C=C/C(=O)NCC(=O)N/N=C/c1ccccc1	i	i	i	i	/	-3.1	i	i	i	i	-0.8
CCOC(=O)c1c(C)oc2cc(Br)c(OCC(N)=O)cc12	i	i	i	i	5.3	-5.7	i	i	i	i	-3.4
Cn1c(NC(=O)Cc2cccs2)cc(=O)n(C)c1=O	i	i	i	i	0.2	-6.5	i	i	i	i	/
CC1CCCCN1CCNC(=O)CC1Oc2ccccc2NC1=O (centres undefined)	i	i	i	i	7.2	0.3	i	i	i	i	-6.1
Cc1ccc(CN(C(=O)COc2ccc(C)c(C)c2)C2CCS(=O)(=O)C2)o1 (centres undefined)	i	i	i	i	-3.7	-7.2	i	i	i	i	13.1
O=C(Nc1cnn(Cc2ccc(Cl)cc2)c1)c1cnccn1	i	i	i	i	-5.5	-8.2	i	i	i	i	-2.4
COC(=O)NCc1cccc(CNC(=O)OC)c1	i	i	i	i	-0.9	0.6	i	i	i	i	-1.1
O=C(CSc1nc(-c2ccco2)cc(C(F)(F)F)n1)NN1CCOCC1	i	i	i	i	-5.4	-9.2	i	i	i	i	-6.4
COc1ccc(-c2cccc(C3CC=CC4C3C(=O)N(Cc3ccccc3)C4c3cc(C)ccc3F)c2)cc1 (centres undefined)	/	/	i	/	/	-9.8	i	i	i	i	/
COCCCNC(=O)C(C#N)c1nc2ccccc2nc1N1CCCC1 (centres undefined)	i	i	i	i	-2.6	-9.3	i	i	i	i	-4.3
COc1cccc(NC(=O)C2CCCN2C(=O)NC2CCCCC2)c1 (centres undefined)	i	i	i	i	2.1	-6.2	i	i	i	i	-7.3
COC(=O)c1cccc(NC(=O)Cc2ccccc2[N+](=O)[O-])c1C	i	i	i	i	-2.7	-0.7	i	i	i	i	1.7
